EP2 antag – blocks the human prostaglandin E2 receptor EP2 | 260,000 tested, 0.52% active | C6 glioma cells expressing human EP2, cAMP TR-FRET; cells stimulated with saturating PGE2 | inhibition, % at 25 µM | P43116;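 active = percent inhibition above 40 after rounding to a whole number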;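 also: rat C6 glioma host cells with rolipram phosphodiesterase inhibitor present; the protocol text gives 20 µM as final concentration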
Target sequence (P43116 whole entry, looked up): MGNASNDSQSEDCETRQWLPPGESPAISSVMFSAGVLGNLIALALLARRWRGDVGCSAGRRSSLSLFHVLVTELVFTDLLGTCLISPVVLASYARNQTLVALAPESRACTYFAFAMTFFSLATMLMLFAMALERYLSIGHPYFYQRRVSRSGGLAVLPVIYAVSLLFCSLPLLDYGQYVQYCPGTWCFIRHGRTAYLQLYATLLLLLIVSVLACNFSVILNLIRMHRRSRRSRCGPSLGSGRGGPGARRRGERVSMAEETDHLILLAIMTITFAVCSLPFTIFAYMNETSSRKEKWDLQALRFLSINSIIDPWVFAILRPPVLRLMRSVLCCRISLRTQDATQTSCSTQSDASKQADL
* hit, by the source's call; & = joins results of further samples. Not all compounds are listed, so the mix of outcomes need not match the whole.

compound | EP2 antag
CC1CCN(c2nc3c(c(=O)[nH]2)CCN(Cc2cc(Cl)ccc2O)C3)CC1 | 10
Cc1ccc(-c2cc(N)c(=O)n(CC(=O)Nc3ccc4c(c3)OCCO4)n2)o1 | 8
O=S(=O)(c1cc(Cl)ccc1Cl)N1CCOCC1 | 13
Cc1nnc(SCC#N)n1Cc1ccccc1 | 8
CCOc1ccccc1-c1nnc(NC(=O)c2cnc(SC)nc2)s1 | 10
COC(=O)CN1C(=O)C(O)=C(C(C)=O)C1c1ccc(OC)c(OC)c1 (stereo unspecified) | 5
CC(C)(C)NC(=O)CSc1nnnn1-c1cccc(F)c1 | 11
Cc1cc(C)c2[nH]c(C)c(CN(C)Cc3ccccc3)c(=O)c2c1 | 12
CCc1nn(CC(=O)N(C)OC)c(=O)c2cc3occc3n12 | 7
CC(=O)[C@H]([C@@H](c1ccccc1)N1CCOCC1)N1CCOCC1 | 13
COc1ccc(Cl)cc1NC(=O)Cn1nc([N+](=O)[O-])c(Br)c1C | 19
O=C(NCCN1CCNCC1)c1c(O)c2ccccc2[nH]c1=O | 6

New compounds follow.
compound | EP2 antag
Cc1cc(C)c2[nH]c(=O)c(C(c3nnnn3C(C)(C)C)N(Cc3ccccc3)Cc3ccco3)cc2c1 (stereo unspecified) | 9
Cc1cc(SCC(=O)N2C(C)CCCC2C)nc2ccccc12 (stereo unspecified) | 10
CCOC(=O)Cn1cnc2scc(-c3ccc(Cl)cc3)c2c1=O | 9
COc1ccc(OC)c(-c2csc(N)n2)c1 | 12
COc1cc2c(c(OC)c1CC=C(C)C)C[C@H](c1ccc(O)cc1O)CO2 | 33
Cc1occc1-c1nn(CC(=O)NC(C)(C)C)c(=O)o1 | 6
Cc1nnc(SCC(=O)N(C2CCCCC2)C2CCCCC2)[nH]c1=O | 11
O=C(c1ccco1)N1CCC(n2nc(C3CC3)ccc2=O)CC1 | 5
Cc1ccc(C(C)C(=O)N2CCC3(CC2)NC(=O)c2cc(Cl)ccc2N3)cc1 (stereo unspecified) | 10
CCCOc1ccc(N2CC(C(=O)Nc3ccccc3OCC)CC2=O)cc1 (stereo unspecified) | 11
O=C1NC(=Nc2ccc3c(c2)OCO3)S/C1=C\c1ccc(-c2ccc3c(c2)COC3=O)o1 | 4
CC(=O)Nc1ccc(OCC[n+]2ccc(CCS(=O)(=O)[O-])cc2)cc1 | 7

More structures follow.
compound | EP2 antag
Cc1cccc2cc(C(c3nnnn3CC3CCCO3)N3CCc4ccccc43)c(=O)[nH]c12 (stereo unspecified) | 9
CN1C(=O)C2(C(C#N)=C(N)Oc3c2c(=O)oc2ccccc32)c2ccccc21 (stereo unspecified) | 9
CCC1CCCCN1C(=O)c1ccc(C)c(F)c1F (stereo unspecified) | 8
COC(=O)C1=C(C(C)=O)C(c2ccc(C(C)C)cc2)n2nnnc2N1 (stereo unspecified) | 17
CCN1CCN(S(=O)(=O)c2ccc(Cl)cc2)CC1 | 8
COc1cccc(-n2c(SCC(=O)Nc3ccccc3OC)nnc2-c2cccnc2)c1 | 9
O=c1cc(C(F)(F)F)nc2cc(-c3ccccc3)[nH]n12 | 26
CCCC1C2CN(Cc3ccccc3)CC=C2C(C#N)=C(N)C1(C#N)C#N (stereo unspecified) | 31
O=C(NC1CCCCC1)C(c1cccs1)N(Cc1ccc2c(c1)OCO2)C(=O)c1cccs1 (stereo unspecified) | 4
CCc1nc2ccc(NC(=O)Cn3cnc4sc(C)cc4c3=O)cc2[nH]1 | 4
COC(=O)/C(=C1\OC(=O)C(c2ccccc2)C1=O)c1ccccc1 (stereo unspecified) | 13
CN(C)C(CNC(=O)C1(C)CC(c2ccccc2)=NO1)c1ccc2c(c1)OCO2 (stereo unspecified) | 5

Another view of part of the listing above.
CCC1CCCCN1C(=O)c1ccc(C)c(F)c1F (stereo unspecified)
  EP2 antag: 8
COC(=O)C1=C(C(C)=O)C(c2ccc(C(C)C)cc2)n2nnnc2N1 (stereo unspecified)
  EP2 antag: 17
CCN1CCN(S(=O)(=O)c2ccc(Cl)cc2)CC1
  EP2 antag: 8

Following part
compound | EP2 antag
COc1ccc(-n2nnnc2SCC(=O)NNC(=O)c2ccc(Cl)cc2)cc1 | 12
O=C(NNC(=O)c1cccs1)c1cccc(I)c1 | 32
Cc1ccc(Cn2c(C3CCCN3c3nc(-c4ccc(F)cc4)cs3)nc3cc(C(F)(F)F)ccc32)cc1 (stereo unspecified) | 9
OCC1O[C@H](O)C(Cl)C(O)C1O (stereo partly specified) | 15
Cc1cc2cc(C(c3nnnn3C(C)(C)C)N3CCc4ccccc4C3)c(=O)[nH]c2cc1C (stereo unspecified) | 5
Cc1ccc(O)c(CN(CCCn2ccnc2)Cc2ccccc2Cl)c1 | 5
O=C(Nc1cccc(Cl)c1Cl)c1cccs1 | 14
CCn1c(SCC(=O)Nc2cccc(C)c2C)nnc1-c1ccncc1 | 4
Cc1cccc(NC(=O)Cn2nc3c(C)cc4ccccc4n3c2=O)n1 | 7
Cc1cc2cc3c(cc2nc1SCC(=O)Nc1cccc(F)c1)OCO3 | 17
CC(O)CN(Cc1ccc2c(c1)OCO2)Cc1cncc2c(Cl)[nH]nc12 (stereo unspecified) | 7
C[N+]1(C)CCCC(OC(=O)C(O)(c2ccccc2)c2ccccc2)C1 (stereo unspecified) | 17&8

(next part)
compound | EP2 antag
COc1ccc(CN2COc3ccc(Br)cc3C2)cc1 | 7
CCn1c(CNc2ccc(C)cc2)nnc1SCC(=O)Nc1cc(Cl)ccc1OC | 7
Cc1ccc(CC(=O)N2CCC[C@@H]2Cn2nc(-c3cccs3)ccc2=O)cc1 | 6
Cc1cccc(OCCCCn2c(CO)nc3ccccc32)c1 | 16
O=C(CSc1ncc(-c2ccc(Cl)cc2)[nH]1)Nc1ccc(S(=O)(=O)NC2CCCC2)cc1 | 33
COc1ccc(OC)c(C(=O)CSc2nnc(-c3ccc(C)cc3)o2)c1 | 10
Cc1c(C(=O)Nc2ccccc2)sc2ncn(CC(=O)OC3CCCCC3)c(=O)c12 | 9
Cc1ccc(-n2c(SCC(=O)NC(C)(C)C)nnc2-c2ccoc2C)cc1 | 3
CC1Cc2ccccc2N1C(=O)CSc1ncnc2c1sc1nc3ccccc3cc12 (stereo unspecified) | 12
COc1ccc(N2CCN(C(=O)CN(c3cccc(OC)c3)S(C)(=O)=O)CC2)cc1 | 11
Fc1cc(F)cc(CN(CCCn2ccnc2)Cc2ccccc2F)c1 | 4
CCC(CN1CCOCC1)NC(=O)Cc1c(C)nn(-c2ccccc2C)c1C (stereo unspecified) | 2

Next entries follow:
compound | EP2 antag
COc1ccccc1-n1c(SCC(=O)Nc2ccc(C)c(C)c2)nnc1-c1cccnc1 | 12
CCOC(=O)c1cc2sc(C)cc2n1C(C)C | 11
C=CCn1c(N2CCC(C(=O)NCCCn3ccnc3)CC2)nc2ccccc21 | 6
O=C(CSc1nc2ccccc2c2ccccc12)c1ccccc1 | 15
COc1ccc2nc(NC(=O)CN3CCC(NC(=O)C4CCCCC4)CC3)sc2c1 | 14
CCOCCOc1nc2c(c(=O)n(C)c(=O)n2C)n1C(C)c1ccccc1 (stereo unspecified) | 10
CN(C)CCCO[C@H]1[C@@H](C(O)CO)OC2OC(C)(C)O[C@@H]21 (stereo partly specified) | 16
Cc1sc2ncn(CC(=O)N3CCCC3)c(=O)c2c1-c1ccc(Cl)cc1 | 15
OCCCNCc1ccncc1 | 8
COc1ccc(C2NC(=O)NC(C)=C2C(=O)Nc2ccc(F)cc2)cc1OC (stereo unspecified) | 10
CCc1c(C)sc2ncn(C3CCN(C(=O)c4n[nH]c5c4CCC5)CC3)c(=O)c12 | 6
CCSc1nc(C)c(I)c(=O)[nH]1 | 17

The results go on:
compound | EP2 antag
CCn1c(SCC(=O)Nc2ccc(OC)cc2)nnc1C1CCCCC1 | 10
COc1ccccc1C(=O)Nc1nc(-c2ccc3c(c2)CCN3C(=O)C(C)(C)C)cs1 | 19
CCCn1c2c(c(O)c(C(=O)NCCN(CC)CC)c1=O)CCCC2 | 14
CC1CCCN(c2nc3c(c(=O)[nH]2)CN(Cc2ccc(F)cc2)CC3)C1 (stereo unspecified) | 5
CCC(C)Nc1nc2c(c(=O)[nH]c(=O)n2C)n1CC(O)COC(C)C (stereo unspecified) | 9
COCCNC(=S)N1CCC(C(=O)c2ccc(Cl)cc2)CC1 | 5
COC(=O)c1[nH]c2ccc(F)cc2c1N | 11
CCC(CC)c1nnc(NC(=O)c2ccc(OC)cc2OC)s1 | 5
Cc1ccc2[nH]c(=O)c(CN(CCCO)C(=O)c3ccc(Br)cc3)cc2c1 | 17
Cc1cc(C)c2[nH]c(=O)c(CN(Cc3cccs3)C(=S)NCCCN(C)C)cc2c1 | 6
Cc1nc(C)n(CCNC(=O)C2ON=C(c3ccc(F)cc3)C2C)n1 (stereo unspecified) | 2
S=C(NNc1nc(N2CCCCC2)nc(N2CCCCC2)n1)NC1CCCCC1 | 21

More structures
compound | EP2 antag
CCc1nnc(NC(=O)CSc2nnc(CNc3ccc(F)cc3)n2C)s1 | 8
CC1CCc2c(sc(NC(=S)NC(=O)c3ccccc3)c2C(N)=O)C1 (stereo unspecified) | 7
COc1ccccc1CN(CCCn1ccnc1)Cc1cccc(F)c1F | 6
Cc1ccc2cc(C#N)c(SCC(=O)Nc3nc(C)c(C)s3)nc2c1 | 13
CCOC(=O)c1cc2occc2n1CC(=O)Nc1ccccc1OC | 11
COc1ccccc1NC(=O)CSc1nnc(-c2ccncc2)n1-c1ccc(C)c(C)c1 | 30
CCc1c(C)nc2ncnn2c1Nc1ccccc1OC | 5
Cc1ccc(NC(=O)Cn2nc(-c3cccs3)cc(N)c2=O)cc1 | 3
CCOC(=O)c1cnc(SCC(=O)Nc2ccc(N(C)C)cc2)nc1N | 9
CC(=O)NC1C(Oc2cc(C)ccc2C)OC2COC(C)(C)OC2C1O (stereo unspecified) | 18
Cc1nc2cccnc2n1C1CCN(C(=O)NCc2ccccc2)CC1 | 5
CC(C)(C)c1ccc(O)c(CN(Cc2cc(C(C)(C)C)ccc2O)c2ccccc2)c1 | 55*

Later entries
compound | EP2 antag
CCCC(NC(=O)c1cnc(SC)nc1)c1cccs1 (stereo unspecified) | 10
C#CCOc1cccc(C2NC(=O)NC(C)=C2C(=O)OCC)c1 (stereo unspecified) | 16
O=C1C=C(c2ccc3[nH]ccc3c2)CCC1 | 17
CCc1ccc2[nH]c(=O)c(CN(Cc3cccnc3)C(=O)Nc3ccc(C)cc3)cc2c1 | 18
CCO[C@@H]1OC(C(=O)O)=C[C@H](c2cn(C(C)=O)c3ccccc23)[C@H]1CCCO | 6
Nc1c(Cl)cc(-c2csc(N3CCCC3c3nc4cc(Cl)c(Cl)cc4n3CCCO)n2)cc1Cl (stereo unspecified) | 10
COc1ccc(S(=O)(=O)N2CCC(C(=O)Nc3ccccc3Cl)CC2)cc1C | 12
O=C(COc1cccc2cccnc12)N1N=CCC1c1ccccc1 (stereo unspecified) | 9
CCCn1c(C)[n+](C)c2cc(Cl)c(Cl)cc21 | 22
CCC(CC)c1nnc(NC(=O)Cc2ccc(OC)c(OC)c2)s1 | 10
CC(C)Nc1nc(NC(C)(C)C)nc(Oc2ccc(=O)[nH]n2)n1 | 6
CC(C)NC(=O)c1cc(-c2ccc(Cl)cc2Cl)on1 | 7

Other structures
compound | EP2 antag
Nc1nc2c(nc(Br)n2C2OC3COP(=O)(O)O[C@@H]3C2O)c(=O)[nH]1 (stereo partly specified) | 10
CCc1cc2cc3c(cc2nc1SCC(=O)NC(C)(C)C)OCCO3 | 11
FC(F)(F)c1cccc(-n2cnnn2)c1 | 10
Cc1ccc(Cn2c(SCC(=O)NC(C)(C)C)nc3c2c(=O)n(C)c(=O)n3C)cc1 | 16
CC(=O)NC1C(Oc2ccccc2C)OC2COC(C)(C)OC2C1O (stereo unspecified) | 7
CC(C)Oc1ccc(C(=O)Nc2nnn(C)n2)cc1 | 5
N[C@@H](CCCCO)C(=O)O | 9
Cc1ccc2cc(CN(CCN(C)C)C(=S)NC3CCCCC3)c(=O)[nH]c2c1C | 12
COc1nc(Nc2ccc(C3Nc4ccccc4O3)cc2)nc(N2CCOCC2)n1 (stereo unspecified) | 12
CC(C)c1nnc(NC(=O)c2ccccc2F)s1 | 13
C[C@]12CCC(OC(=O)c3ccccc3)CC1CCc1ccccc12 (stereo partly specified) | 9
O=C1Nc2ccccc2C1=Nc1cccc2ncccc12 | 10

Single entries from the entries so far:
Cc1ccc2[nH]c(=O)c(CN(CCCO)C(=O)c3ccc(Br)cc3)cc2c1 in EP2 antag = 17
OCC1O[C@H](O)C(Cl)C(O)C1O (stereo partly specified) in EP2 antag = 15
COc1ccc(OC)c(-c2csc(N)n2)c1 in EP2 antag = 12
Cc1ccc(-c2cc(N)c(=O)n(CC(=O)Nc3ccc4c(c3)OCCO4)n2)o1 in EP2 antag = 8
CCc1nc2ccc(NC(=O)Cn3cnc4sc(C)cc4c3=O)cc2[nH]1 in EP2 antag = 4

Carrying on.
compound | EP2 antag
CCN1CCCC1CN(Cc1ccccn1)Cc1cccnc1NC (stereo unspecified) | 12
COc1ccc(C(=O)n2cnnc2N)cc1OC | 8
Cc1cc(C)c(N2C(=O)CCCC2=O)c(Cl)c1 | 10
Cc1nc2ccc(Cl)cc2[nH]1 | 12
COc1ccc(-n2ncc3c(=O)n(CC(=O)N(C4CCCCC4)C4CCCCC4)cnc32)cc1 | 7
COc1ccc2c(c1)cc(C)c1nn(CC(=O)N3CCC(C(N)=O)CC3)c(=O)n12 | 8
CC(O)CN(Cc1ccc(N2CCCC2=O)cc1)Cc1ccc2c(c1)OCO2 (stereo unspecified) | 3
Fc1ccccc1Nc1ncnc2sc3c(c12)CCC3 | 11
CC(CC(O)C1OC1(C)C)[C@@H]1CCC2(C)C3=CCC4C(C)(C)C(=O)CCC4(C)C3CC[C@@]12C (stereo partly specified) | 10
O=C(CSc1nnc(-c2ccco2)o1)Nc1ccc(Cl)cc1Cl | 5
O=C(O)Cn1ccnc1[N+](=O)[O-] | 16
Cc1cc(SCC(=O)Nc2ccccc2)c2ccccc2n1 | 10
O=c1[nH]c2cc3c(cc2cc1CN(Cc1ccco1)C(=S)Nc1ccccc1)OCCO3 | 17
Cc1noc(C)c1CCC(=O)N1CCCC(C(=O)c2ccccc2F)C1 (stereo unspecified) | 7
